# UHRF1 MBD2 ctr = UHRF1 methylated DNA binding inhibitors, primary screen, counter-screen for MBD2 inhibitor project, biochemical, TR-FRET, human UHRF1, single concentration; E3 ubiquitin-protein ligase UHRF1 (Homo sapiens), Q96T88; UHRF1 binding to methylated oligo; inhibition, % at 4.4 µM; 0.75% of 370,000 active; in the data active = inhibition above about 21%;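 also: UHRF1 SRA domain binding a hemimethylated CpG hairpin DNA probe; 0% = median of test compound wells and 100% = reference inhibitor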
# Rev-erbA mod = modulators of Rev-erb alpha DNA binding, primary screen, biochemical, FITC-DNA, fluorescence polarization, uHTS | activity, % at 10 µM | AID 1259318, 2017 | Nuclear receptor subfamily 1 group D member 1 (Homo sapiens), P20393 | Rev-erbα–FITC-DNA binding, 90 min | 0.79% of 370,000 active;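 active = activity above about 14%, limit read from the data; passing the limit was not always enough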;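 also: 0% = DMSO wells with 35 nM protein and 100% = DMSO wells with 750 nM protein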
# ASAP1 inh = inhibitors of human ASAP1 ArfGAP activity, primary screen, biochemical, fluorescence polarization | ASAP1-stimulated ARF1 GTP hydrolysis, GDP FP detection | inhibition, % at 16.5 µM | 0.19% of 360,000 active | AID 624377, 2012; in the data active = inhibition above about 25%;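 also: 0% = vehicle with enzyme and substrate and 100% = no enzyme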
# ARFGAP1 inh = inhibitors of rat ARFGAP1 GAP activity, primary screen, biochemical, fluorescence polarization, GDP tracer; inhibition, % at 16.5 µM; Arfgap1-stimulated ARF1 GTP hydrolysis, GDP FP detection; AID 651572, 2012; ADP-ribosylation factor GTPase-activating protein 1 (Rattus norvegicus), Q62848; 0.26% of 360,000 active;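 active = inhibition above a per-plate limit, mean inhibition of low control wells plus 3 SD, cut at about 25% in these data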;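 also: 0% = DMSO wells with enzyme and 100% = wells lacking Arfgap1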
#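 system = rat Arfgap1 catalytic domain, aa 1-136 | technique = FP, GDP Alexa 633 tracer displaced from anti-GDP antibody, 620/688 nm | compound = one concentration, 16.5 µM, DMSO 1.26% | medium = HEPES-based buffer, pH 7.5 | timing = compound-enzyme preincubation 20 min, reaction 120 min, detection 60 min, 25 °C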
# PLCg1 inh = PLC-gamma1 enzyme inhibitors, primary screen, biochemical, fluorescence, purified enzyme | 1-phosphatidylinositol 4,5-bisphosphate phosphodiesterase gamma-1 (Homo sapiens), P19174 | fluorogenic substrate | inhibition, % at 12.2 µM | 0.84% of 370,000 active | AID 720700, 2013; in the data active = inhibition above about 9.5%
# DDE Tn7 FP inh = inhibitors of Tn7 peptide binding to fibrin DD(E), primary screen, biochemical, fluorescence polarization, human fibrin, Tn7 probe. Fibrinogen beta chain (Homo sapiens), P02675. FP displacement of FITC-Tn7 peptide from fibrin DD(E); 0% = median of compound wells per plate. inhibition, % at 8.3 µM. 0.13% of 370,000 active;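 active = inhibition above the mean of compounds falling within the control limits plus 3 SD of them, cut at about 14% in these data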;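 also: 0% = plate median of compound wells and 100% = 10 µM Aha-Tn7 peptide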
# Target sequence (P02675 whole entry, looked up): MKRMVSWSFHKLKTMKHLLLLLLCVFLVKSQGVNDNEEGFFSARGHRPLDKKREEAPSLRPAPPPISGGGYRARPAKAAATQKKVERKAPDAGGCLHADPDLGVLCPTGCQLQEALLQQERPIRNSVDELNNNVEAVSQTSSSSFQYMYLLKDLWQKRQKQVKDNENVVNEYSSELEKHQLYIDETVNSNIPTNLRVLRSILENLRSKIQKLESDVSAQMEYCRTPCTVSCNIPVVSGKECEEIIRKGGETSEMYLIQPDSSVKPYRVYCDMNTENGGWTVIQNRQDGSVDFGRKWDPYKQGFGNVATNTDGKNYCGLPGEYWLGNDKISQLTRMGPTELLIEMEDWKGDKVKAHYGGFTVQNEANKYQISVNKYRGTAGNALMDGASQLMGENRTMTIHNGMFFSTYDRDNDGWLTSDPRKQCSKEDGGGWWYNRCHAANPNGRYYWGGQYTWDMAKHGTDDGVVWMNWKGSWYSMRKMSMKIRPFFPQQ
#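 System: human fibrin DD(E); quantity: Fibrin-DD(E) at 2 µM final; also added: fluorescent Tn7 probe at 0.1 µM; compound dosing: single nominal test concentration of 8.3 µM per compound; schedule: 10 min preincubation, 3 h with tracer, room temperature; detection: fluorescence polarization of the labelled Tn7 tracer; repeats: one replicate per compound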
# proKLK7 act = proKLK7 zymogen activators, primary screen, biochemical, fluorescence intensity; Kallikrein-7 (Homo sapiens), P49862; activation, % at 7 µM; purified proKLK7, EDANS-DABCYL substrate fluorescence; 100% is mature enzyme control, 0% vehicle; AID 652039, 2013; 0.9% of 370,000 active;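 active = activation above the mean of all tested compounds plus 3 SD, computed per campaign excluding outliers beyond control limits, cut at about 13% in these data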
# sPLA2-III inh = human group III sPLA2 inhibitors, primary screen, biochemical, QFRET, BODIPY PC-A2 liposome substrate; QFRET BODIPY PC-A2 liposome hydrolysis, fluorescence; 0.56% of 370,000 active; inhibition, % at 12.2 µM;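 active = inhibition above mean plus 3 SD of compounds lying within the high and low control bounds, cut at about 19% in these data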;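 also: 0% = median of test compound wells and 100% = no enzyme DMSO wells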
# Target sequence (Q9NZ20 whole entry, looked up): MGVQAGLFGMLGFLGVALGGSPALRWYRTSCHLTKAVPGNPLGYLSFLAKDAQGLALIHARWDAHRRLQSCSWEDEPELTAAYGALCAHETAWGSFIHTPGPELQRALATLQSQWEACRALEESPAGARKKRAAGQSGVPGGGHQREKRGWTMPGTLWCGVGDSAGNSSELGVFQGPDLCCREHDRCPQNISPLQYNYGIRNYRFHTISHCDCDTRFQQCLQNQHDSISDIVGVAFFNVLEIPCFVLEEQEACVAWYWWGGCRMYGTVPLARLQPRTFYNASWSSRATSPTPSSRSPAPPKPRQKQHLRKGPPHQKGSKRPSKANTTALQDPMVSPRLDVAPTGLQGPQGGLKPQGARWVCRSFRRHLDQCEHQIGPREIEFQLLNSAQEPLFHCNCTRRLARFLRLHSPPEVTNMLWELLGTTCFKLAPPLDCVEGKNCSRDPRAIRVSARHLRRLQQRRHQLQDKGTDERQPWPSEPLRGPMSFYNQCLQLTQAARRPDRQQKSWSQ
# DDE Tn6 FP inh = inhibitors of Tn6 peptide binding to fibrin DD(E), primary screen, biochemical, fluorescence polarization, human fibrin, Tn6 probe | Fibrin DD(E) TRITC-Tn6 fluorescence polarization displacement | inhibition, % at 8.3 µM | 0.21% of 370,000 active;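 active = inhibition above a per-campaign cutoff: mean of compounds within control limits plus 3 SD, cut at about 15% in these data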;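 also: 0% = median of all compound wells on the plate and 100% = blocking peptide control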
# PLC-beta3 inh = human PLC-beta3 inhibitors, primary screen, biochemical, fluorescence; 0.18% of 370,000 active; AID 720704, 2013; Purified PLC-beta3, fluorogenic substrate; inhibition, % at 12.2 µM; in the data active = inhibition above about 11%;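 also: 0% = median of compound wells on plate and 100% = full blocker control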
# * marks the source's active call; other numbers are inactive results; i = inactive; . = no result given; & = joins results of further samples.
SMILES,UHRF1 MBD2 ctr,Rev-erbA mod,ASAP1 inh,ARFGAP1 inh,PLCg1 inh,DDE Tn7 FP inh,proKLK7 act,sPLA2-III inh,DDE Tn6 FP inh,PLC-beta3 inh
O=C(CNC(=O)c1cccc(F)c1)N/N=C/c1ccc([N+](=O)[O-])s1,7,1,8,5,-5,-10,-0.2,3,-2,-4
COc1cccc(CN2C(=O)c3cccc(N)c3C2=O)c1,-3,5,8,2,i,-5,15*,-4,-5,i
CC(C)(C)OC(=O)N1CCC[C@H]1C(=O)O,-2,-3,8,3,-1,1,0.8,5,-3,4
Cc1cc(C(=O)NC2CCCc3c2cnn3-c2ccc(C(C)(C)C)cc2)n[nH]1 (stereo not drawn),1,-1,1,7,2,-1,0.7,-8,4,-9
COc1ccc(N(C(=O)Cn2nnc3ccccc32)C(C(=O)NC(C)(C)C)c2ccc(OC)c(O)c2)cc1 (stereo not drawn),1,0,1,10,1,-1,0.9,-28,-3,3
COc1ccccc1-c1cc(C(=O)Nc2c(F)cc(F)cc2Br)no1,4,7,10,4,1,-1,0.8,-1,0,-4
CC1(CC(=O)N/N=C/c2ccc(OCc3ccc(Cl)cc3Cl)cc2)OCCCO1,2,-8,-1,2,6,-7,0.6,4,-9,9
N#CC1=C(N)Oc2n[nH]c(-c3cccs3)c2C1c1ccoc1 (stereo not drawn),-9,0,6,-1,-15,5,0.0,0,6,-23
Cc1ccc(C(=O)Nc2ccccc2N2CCCC2)s1,0,-4,-14,-7,-20,8,0.1,2,4,-30
COc1cccc2cc(C(C)OC(=O)Nc3ccc(C)cc3)oc12 (stereo not drawn),3,-2,-1,6,6,-4,0.3,-14,-1,2
CCOC(=O)[C@H](CCc1ccccc1)N[C@@H](C)C(=O)N1Cc2cc(OC)c(OC)cc2C[C@H]1C(=O)O,3,3&-1,.,.,3,-8,0.8,5,-1,3
Cc1ccc(-c2cccc(C3CC=CC4C3C(=O)N(Cc3ccccc3)C4c3ccc4ccccc4c3)c2)cc1 (stereo not drawn),-3,0,10,5,2,-6,-0.3,-1,2,4
COCCCNC(=S)NCCCNc1nc2cc(C)cc(C)c2cc1C#N,1,2,-8,1,-69,7,0.0,0,8,-87
CCOC(=O)C1C(=O)NC(SCC(N)=O)=C(C#N)C1c1ccccc1OCC (stereo not drawn),0,-5,2,-2,-10,-6,-0.1,-7,4,-14
Cc1cccc(N2CCN(c3nc(C)cc(C)c3C#N)CC2C)c1 (stereo not drawn),0,-3,19,-5,-15,1,-0.6,4,1,-23
COc1ccc(C(=O)COC(=O)c2ccco2)cc1,3,0,6,4,6,3,-0.2,3,-6,-3
COC(=O)c1sc2ccccc2c1NC(=O)c1cccs1,-4,1,-10,0,-5,-6,-0.1,-2,-6,-7
CCNC(=O)N(CCOC)CC1CCCN(C2Cc3ccccc3C2)C1 (stereo not drawn),1,-4,-19,-10,0,-9,0.3,3,4,-2
CN(CC(=O)Nc1c(Cl)cccc1Cl)C(=O)CC1Sc2ccccc2NC1=O (stereo not drawn),0,-2,-9,-11,-1,2,-0.1,-1,2,-1
NS(=O)(=O)c1cccc(NC(=O)Nc2ccc(Cl)cc2)c1,1,2,0,-3,2,-8,-0.1,-5,1,5
CC(=O)Nc1ccc(NC(=O)C2CCN(S(=O)(=O)c3cccc4nonc34)CC2)cc1,-1,-4,-1,-5,-2,-7,0.2,3,4,-1
CCOC(=O)/C(C#N)=C/N1CCOCC1,3,-9,-12,6,3,3,-0.7,12,9,-9
COc1ccc(C(=O)/C=C/Nc2ccc([N+](=O)[O-])cc2)cc1,3,-4,4,2,-9,0,-0.3,8,-3,-12
CCC(C)NC(=O)C1CCC(CNS(=O)(=O)c2ccccc2)CC1 (stereo not drawn),4,-5,0,6,5,1,-0.5,12,1,-5

# 4 of the compounds above, tab-delimited:
Molecule	UHRF1 MBD2 ctr	Rev-erbA mod	ASAP1 inh	ARFGAP1 inh	PLCg1 inh	DDE Tn7 FP inh	proKLK7 act	sPLA2-III inh	DDE Tn6 FP inh	PLC-beta3 inh
NS(=O)(=O)c1cccc(NC(=O)Nc2ccc(Cl)cc2)c1	1	2	0	-3	2	-8	-0.1	-5	1	5
CC(=O)Nc1ccc(NC(=O)C2CCN(S(=O)(=O)c3cccc4nonc34)CC2)cc1	-1	-4	-1	-5	-2	-7	0.2	3	4	-1
CCOC(=O)/C(C#N)=C/N1CCOCC1	3	-9	-12	6	3	3	-0.7	12	9	-9
COc1ccc(C(=O)/C=C/Nc2ccc([N+](=O)[O-])cc2)cc1	3	-4	4	2	-9	0	-0.3	8	-3	-12

# Continued:
SMILES,UHRF1 MBD2 ctr,Rev-erbA mod,ASAP1 inh,ARFGAP1 inh,PLCg1 inh,DDE Tn7 FP inh,proKLK7 act,sPLA2-III inh,DDE Tn6 FP inh,PLC-beta3 inh
CCCC(=O)Nc1ccc2c(c1)C(=O)NC2=O,4,-9,-1,7,-466,-7,-137,9,-4,i
Cc1sc2c(c1C)CN(Cc1ccncc1)CN2C(=O)c1ccco1,-2,-4,-7,-3,-53,3,0.3,-8,-5,-74
O=[N+]([O-])c1ccccc1CSc1ccccn1,-1,-3,-1,-2,1,1,-0.4,-4,1,-3
CC(=O)N1c2c(cc(Br)cc2S(=O)(=O)N2CCN(c3ccccn3)CC2)CC1C (stereo not drawn),-1,2,-10,17,2,-1,-0.1,2,1,3
CCc1nc2ccc(C(=O)Nc3ccc(OC)c(OC)c3)cn2c1N(CC)Cc1cccc(Br)c1,-2,4,-10,-4,-38,3,-0.6,-16,-9,-54
Nc1ccccc1Nc1cc(-c2ccccc2)nn1-c1cccc(Cl)c1,-3,4,12,7,-6,0,0.5,15,-8,-11
Cc1cc(Br)ccc1NC(=O)CNC(=O)CSc1ncccn1,2,-4,-13,-7,-1,4,0.3,3,2,-3
CCOc1ccc(-n2c(SCC(=O)Nc3cccc4ccccc34)nnc2-c2ccco2)cc1,-1,-3,.,.,1,0,-0.8,-11,-2,1
COc1ccc(S(=O)(=O)N2CN(Cc3ccco3)c3nc4ccccc4nc32)cc1,-2,-9,0,-7,-26,-10,0.9,-16,14,-38
CCc1ncc(CN2CCC(C(=O)Nc3cccc(-c4cscn4)c3)CC2)cn1,-2,1,-1,3,-2,3,0.0,0,5,-5
Cc1ccc2c(CN3CCN(c4ccc(Cl)c(Cl)c4)CC3)cc(=O)oc2c1,0,0,-3,12,-1,3,0.1,8,-5,1
CCCCn1cnc2c(c1=O)c1nc3ccccc3nc1n2Cc1ccc2c(c1)OCO2,0,-6,-3,-5,4,-9,0.1,-6,-7,-9
O=C(N/N=C/C=C/c1ccco1)/C(=C/c1ccccc1)NC(=O)c1ccccc1,-1,-1,-10,11,-14,-1,-1.0,7,-3,-21
CN=C(C)c1c(O)c2ccccc2oc1=O,1,0,9,7,-2,8,0.1,11,-11,-3
Cc1noc(C)c1C(=O)N1CCCC(Nc2ccc(C(C)C)cc2)C1 (stereo not drawn),-1,-6,-9,-10,0,6,-0.2,4,5,-3
Cc1cc(C(=O)CSc2nnc(-c3ccco3)o2)c(C)n1Cc1ccco1,-1,-25,12,1,-4,-1,0.4,-14,-1,-1
CC(Sc1nc(N)cc(=O)[nH]1)C(=O)NCC(=O)Nc1ccc(F)c(F)c1F (stereo not drawn),-1,-6,13,0,-1,12,-0.4,1,11,-9
NNC(=O)c1ccc(Cn2cc(Cl)cn2)o1,2,4,1,14,2,-8,-0.4,1,-5,-8
O=C(Nc1ccccc1N1CCCC1)c1ccccc1Cl,-1,6,-3,-7,3,-8,0.3,4,-5,4
CCCc1nc2ccccc2n1Cc1ccccc1OC,2,-8,5,5,3,3,0.0,1,-7,-5
COc1ccc(CNC(=O)C[C@H]2C[C@H](C(=O)N3CCOCC3)[C@@]3(C)c4[nH]c5cc(-c6ccco6)ccc5c4CCN3C2=O)cc1OC,1,-4,3,0,-334,46*,100*,-16,115*,-431
O=C(Nc1cc([N+](=O)[O-])ccc1N1CCOCC1)c1cccs1,-1,-2,-4,10,-1,5,0.2,4,10,-8
CCOc1ccc(NC(=S)Nc2cccc3ccccc23)cc1,-2,-2,-12,0,-84,1,-15,10,8,-131
COc1ccccc1N1CCN(/N=C/c2c(C)nn(-c3ccccc3)c2C)CC1,-1,-6,-1,1,5,-4,0.5,4,-11,3
CN(CC(=O)Nc1ccc(F)cc1)C(=O)COC(=O)CN1C(=O)NC2(CCCC2)C1=O,3,0,-3,-10,-1,3,0.4,2,-1,-1

# One compound at a time (already shown). Order of values: UHRF1 MBD2 ctr | Rev-erbA mod | ASAP1 inh | ARFGAP1 inh | PLCg1 inh | DDE Tn7 FP inh | proKLK7 act | sPLA2-III inh | DDE Tn6 FP inh | PLC-beta3 inh
# CCOC(=O)[C@H](CCc1ccccc1)N[C@@H](C)C(=O)N1Cc2cc(OC)c(OC)cc2C[C@H]1C(=O)O is listed as 3 | 3&-1 | . | . | 3 | -8 | 0.8 | 5 | -1 | 3
# Cc1cc(C(=O)CSc2nnc(-c3ccco3)o2)c(C)n1Cc1ccco1 is listed as -1 | -25 | 12 | 1 | -4 | -1 | 0.4 | -14 | -1 | -1
# CCC(C)NC(=O)C1CCC(CNS(=O)(=O)c2ccccc2)CC1 (stereo not drawn) is listed as 4 | -5 | 0 | 6 | 5 | 1 | -0.5 | 12 | 1 | -5
# O=C(N/N=C/C=C/c1ccco1)/C(=C/c1ccccc1)NC(=O)c1ccccc1 is listed as -1 | -1 | -10 | 11 | -14 | -1 | -1.0 | 7 | -3 | -21
# Nc1ccccc1Nc1cc(-c2ccccc2)nn1-c1cccc(Cl)c1 is listed as -3 | 4 | 12 | 7 | -6 | 0 | 0.5 | 15 | -8 | -11

# Bioassay records (PubChem BioAssay)
